GLD-1 TGE inh: GLD-1/TGE RNA complex disruptors, primary screen, biochemical, fluorescence polarization | AID 2280, 2010 | Female germline-specific tumor suppressor gld-1 (Caenorhabditis elegans), Q17339 | purified GLD-1 + fluorescein TGE RNA | inhibition, % at 5.96 µM | 320,000 tested, 0.44% active;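 active = percent inhibition above a per-plate cutoff, the plate mean of test compounds plus 3 SD, cut at about 30% in these data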;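 also: 0% = DMSO wells with GLD-1 and probe and 100% = wells lacking GLD-1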
MCL1 BIM primary: inhibitors of MCL1 binding to BIM-BH3, primary screen, biochemical, fluorescence polarization; Induced myeloid leukemia cell differentiation protein Mcl-1 (Homo sapiens), Q07820; GST-MCL1 / FITC-Bim-BH3 fluorescence polarization; inhibition, % at 10.9 µM; 320,000 tested, 0.68% active;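 active = inhibition above the mean inhibition of all tested compounds plus 3 SD, set per campaign, cut at about 40% in these data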;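 also: 0% = DMSO wells and 100% = unlabeled Bim-BH3 peptide control; higher means more loss of mP so more displacement of Bim peptide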
MEX-5 binding: MEX-5 zinc finger RNA-binding disruptors – biochemical, C. elegans, fluorescence polarization, MLPCN library, primary screen | Zinc finger protein mex-5 (Caenorhabditis elegans), Q9XUB2 | MEX-5/FITC-TCR2 RNA binding; stronger effect = lower value | activity score (negative = inhibition of binding), % at 10 µM | 300,000 tested, 0.38% active;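 active = inhibition past about -25% in most replicates, and total fluorescence under double the plate's negative control median, limit read from the data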;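 also: 0% = DMSO and -100% = 5 µM competing unlabeled TCR2 RNA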
AGP1 TOR yeast: modulators of AGP1-GFP expression in yeast TOR pathway, primary screen, cell-based, multiplex flow cytometry, S. cerevisiae, MLPCN library; 3 h; GFP as percent of DMSO wells; GFP response vs DMSO, % at 10 µM; 320,000 tested, 0.02% active; AID 2066, 2009;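 active = GFP response relative to DMSO above a set limit, near screen average plus 3 SD, cut at about 150% in these data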;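 also: median GFP channel fluorescence of the gated AGP1 strain per well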
BCLXL inh: inhibitors of human Bcl-xL, primary screen, biochemical, fluorescence polarization, HTS; inhibition, % at 10.9 µM; AID 2129, 2009; GST-Bcl-xL / FITC-Bim BH3 peptide fluorescence polarization; 320,000 tested, 0.7% active;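 active = inhibition above the mean of all tested compounds plus 3 SD, cutoff set per campaign, cut at about 30% in these data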;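 also: 0% = DMSO wells and 100% = unlabeled Bim-BH3 peptide competitor; inhibitors lower millipolarization by displacing the labeled peptide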
VLA-4 inh: inhibition in human VLA-4 binding assay, primary screen, VLA-4 allosteric modulator project, MLPCN library, flow cytometry, VLA-4 expressing cells | ligand binding flow cytometry | 330,000 tested, 0.2% active | inhibition, % (about 7 µM as worked out from the volumes in the protocol) | AID 2557, 2010; in the data active = inhibition above about 50%
Target sequence (P13612 whole entry, looked up): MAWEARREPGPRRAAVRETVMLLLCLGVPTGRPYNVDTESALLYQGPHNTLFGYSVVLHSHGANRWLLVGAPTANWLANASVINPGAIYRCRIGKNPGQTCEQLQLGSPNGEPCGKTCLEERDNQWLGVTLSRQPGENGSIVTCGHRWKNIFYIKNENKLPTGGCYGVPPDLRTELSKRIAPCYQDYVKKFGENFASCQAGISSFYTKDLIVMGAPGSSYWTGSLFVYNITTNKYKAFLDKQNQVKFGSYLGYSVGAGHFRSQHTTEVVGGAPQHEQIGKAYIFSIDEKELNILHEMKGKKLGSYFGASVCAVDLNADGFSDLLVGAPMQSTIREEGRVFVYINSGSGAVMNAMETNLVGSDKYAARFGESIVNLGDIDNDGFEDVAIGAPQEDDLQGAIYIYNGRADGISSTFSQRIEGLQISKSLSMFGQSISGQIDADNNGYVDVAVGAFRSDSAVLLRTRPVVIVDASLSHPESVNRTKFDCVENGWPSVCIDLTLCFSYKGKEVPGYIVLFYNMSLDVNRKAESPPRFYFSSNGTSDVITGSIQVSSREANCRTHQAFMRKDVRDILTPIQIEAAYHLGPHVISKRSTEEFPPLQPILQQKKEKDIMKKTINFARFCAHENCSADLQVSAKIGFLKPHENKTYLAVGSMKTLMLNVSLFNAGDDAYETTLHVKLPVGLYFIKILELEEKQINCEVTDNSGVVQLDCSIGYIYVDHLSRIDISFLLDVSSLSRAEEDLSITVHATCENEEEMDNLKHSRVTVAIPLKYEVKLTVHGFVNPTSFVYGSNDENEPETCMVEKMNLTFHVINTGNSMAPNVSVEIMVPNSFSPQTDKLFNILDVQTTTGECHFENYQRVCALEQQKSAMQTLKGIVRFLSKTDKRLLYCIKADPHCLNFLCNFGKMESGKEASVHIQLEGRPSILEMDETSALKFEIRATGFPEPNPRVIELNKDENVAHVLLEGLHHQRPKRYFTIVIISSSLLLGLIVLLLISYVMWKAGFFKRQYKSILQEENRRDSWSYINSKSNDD
Fam108B counter: mouse Fam108B serine hydrolase inhibitors, primary screen, counter-screen for RBBP9 inhibitor project, biochemical, fluorescence polarization; recombinant Fam108B, FP-Rh probe fluorescence polarization; inhibition, % at 9.51 µM; 300,000 tested, 0.33% active; AID 1947, 2009;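 active = inhibition above the screen mean inhibition plus 3 SD, computed separately per campaign, cut at about 18% in these data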;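 also: inhibitors lower polarization as less probe binds the enzyme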
GRK2 aptamer HTS: compounds blocking aptamer binding on GRK2 – biochemical, human GRK2, bead flow cytometry, HTS, primary screen | Beta-adrenergic receptor kinase 1 (Homo sapiens), P25098 | FAM-aptamer displacement from GRK2 | inhibition of aptamer binding, % at 10 µM | 330,000 tested, 0.59% active;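 active = inhibition of aptamer binding above 40%, roughly 3 SD of noise, on plates passing a quality check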;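 also: median bead fluorescence of bound FAM aptamer so fluorescent compounds give negative values; no value below 0 was filed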
CIT2 TOR yeast: modulators of CIT2-GFP expression in yeast, primary screen, S. cerevisiae, GFP fusion, multiplex flow cytometry, MLPCN library; S. cerevisiae CIT2-GFP strain, 3 h; 100 means same as DMSO wells; GFP response vs DMSO, % at 10 µM; 320,000 tested, 0.065% active;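 active = GFP response relative to DMSO above a set limit, near the screen mean plus 3 SD, cut at about 150% in these data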;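 also: ratio of well median GFP fluorescence to mean of DMSO wells on the plate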
An asterisk follows results filed as active; . = not tested or not shown.

SMILES | GLD-1 TGE inh | MCL1 BIM primary | MEX-5 binding | AGP1 TOR yeast | BCLXL inh | VLA-4 inh | Fam108B counter | GRK2 aptamer HTS | CIT2 TOR yeast
Cc1ccc(C(=O)NC(=S)Nc2ccc3[nH]c(=O)[nH]c3c2)cc1C | 3 | -5 | -1.3 | 114 | 4 | -11 | 1 | 1 | 102
CC(=O)Nc1cccc(NC(=O)CN2c3cccc4cccc(c34)S2(=O)=O)c1 | -4 | 2 | . | 107 | 3 | -2 | . | 1 | 104
N#CCCN(C(=O)COC(=O)CNS(=O)(=O)c1ccc2ccccc2c1)c1ccccc1 | 1 | -13 | . | 107 | -3 | -25 | . | 1 | 98
Cc1nc2nc(C)c(NS(=O)(=O)c3ccc(C(C)(C)C)cc3)c(=O)n2[nH]1 | 0 | 1 | 1.4 | 92 | 2 | 2 | 3 | 1 | 96
CCOc1cc(/C=N/NC(=O)C2CCCC2)ccc1OC(C)C | -1 | 5 | 2.6 | 100 | 4 | 15 | 4 | 0 | 106
O=C(O)CCN1CCc2ccccc2C1c1ccncc1 (centres undefined) | -2 | -1 | 0.2 | 102 | 3 | 7 | 0 | 0 | 114
COc1ccc(OC)c(-c2cc(C(=O)N3CCCc4ccccc43)no2)c1 | -1 | 5 | 1.3 | . | 5 | -7 | -3 | 4 | 108
Cc1ccc(CNC(=S)NCc2ccncc2)cc1 | -1 | 1 | -3.4 | 100 | -4 | -15 | -3 | 0 | 97
CC1CN(C)C(C)C/C1=N\Oc1ccc([N+](=O)[O-])cc1 (centres undefined) | -6 | 1 | -2.7 | 99 | 4 | 0 | -2 | 0 | 99
O=C(CN1CCCCC1)N/N=C/c1ccccc1OCc1ccccc1 | -1 | 5 | -0.5 | 116 | 8 | -6 | 5 | 0 | 83
Cc1cc(Br)ccc1OCC(=O)N1CCCCCC1 | -3 | 5 | 0.6 | 93 | 3 | -4 | 0 | 0 | 86
C=CCc1ccccc1Oc1cc(F)nc(N)n1 | -5 | 5 | -1.3 | 101 | 3 | 10 | 4 | 3 | 103
COc1ccc(C(=O)Nc2nnc(SCC(=O)NCC3CCCO3)s2)cc1OC (centres undefined) | -1 | -5 | -0.7 | 97 | 0 | -2 | -1 | 2 | 92
CC(C)c1ccc(NC(=O)C2CCN(C(=O)[C@@H]3Cc4ccccc4CN3)CC2)cc1 | 1 | -6 | 0.6 | 92 | -2 | 1 | -3 | 0 | 89
COc1ccc(CN2CCN(Cc3cc(=O)oc4cc(C)ccc34)CC2)c(OC)c1OC | 1 | -53 | -2.3 | 101 | -7 | 11 | -7 | 0 | 94
CC(C)c1ccc(NC2CCCN(C(=O)c3ccoc3)C2)cc1 (centres undefined) | 6 | 7 | -1.2 | 99 | 4 | 6 | 1 | 5 | 96
COC(=O)c1[nH]c2cc(C)ccc2c1NC(=O)CN1CCN(c2ccccc2OC)CC1 | -2 | -13 | 0.6 | 98 | -9 | 5 | 0 | 1 | 97
COc1cc(C#N)c(NS(=O)(=O)c2ccc3[nH]c(=O)sc3c2)cc1OC | 7 | 2 | -5.5 | 96 | 2 | -3 | 0 | 4 | 95
CCc1cc(C)c(O)c(CC)n1 | 7 | 1 | -0.4 | 107 | 0 | -10 | 7 | 3 | 109
COC(=O)Cc1cc(=O)[nH]c(/N=C(\N)Nc2cccc(C)c2)n1 | -1 | 2 | -0.8 | 99 | 2 | -8 | -1 | 0 | 78
Cc1ccc(P(=O)(CSC(=N)N)c2ccc(C)cc2)cc1 | 6 | 12 | -1.7 | 104 | 7 | 23 | 4 | 0 | 102
CC(C)C(=O)c1cn(CC(=O)N2CCCc3ccccc32)c2ccccc12 | 5 | 5 | 0.4 | 100 | 6 | -3 | -2 | 0 | 94
NC(=O)c1ccsc1NC(=O)COC(=O)COc1ccccc1F | 1 | -14 | 0.6 | 96 | 10 | 7 | 1 | 0 | 96
CCOc1ccccc1OCCCC(=O)N1CCN(S(=O)(=O)c2ccc(C)cc2)CC1 | -5 | -1 | -3.8 | 101 | -1 | -4 | -3 | 0 | 95
CCc1nnc(NC(=O)CSc2nnc(-c3cccnc3)n2C)s1 | -4 | 3 | 1.8 | 102 | 1 | 14 | -4 | 0 | 109
CC(=O)Nc1ccc(NC(=O)CN(C)S(=O)(=O)c2ccc3c(c2)CCC(=O)N3)cc1 | 4 | 7 | 3.0 | 110 | 1 | 11 | -3 | 2 | 115
CCOc1ncccc1-c1nc(-c2cccs2)no1 | 2 | -3 | -0.9 | 105 | -3 | 22 | 1 | 1 | 110
CCN(CC)c1ccc(C2C3CCCCC3(O)CCN2CC(=O)N2CCCCC2)cc1 (centres undefined) | -5 | 6 | 2.3 | 101 | 2 | -2 | 0 | 0 | 103
CCOC(=O)C1=C(O)/C(=C/c2ccc(OCC(=O)O)c(OCC)c2)SC1=Nc1ccc(OC)cc1 | -2 | 5 | 1.5 | 91 | 6 | -7 | -2 | 0 | 78
Cc1onc(-c2ccccc2)c1CNS(=O)(=O)c1cccc(Br)c1 | 6 | -4 | -2.8 | 102 | -2 | 24 | -1 | 1 | 93
COc1ccccc1NS(=O)(=O)c1cc(NC(=O)CCNC(C)=O)ccc1C | 10 | 2 | 1.1 | 97 | 7 | 11 | -4 | 0 | 95
O=C(NC(Nc1nc2ccccc2s1)(C(F)(F)F)C(F)(F)F)c1ccccc1 | 6 | 1 | -0.7 | 97 | -3 | -4 | -7 | 0 | 100
O=C(Nc1ccccc1)C12CC3CC(C1)CC(n1cnc([N+](=O)[O-])n1)(C3)C2 | -7 | -8 | 1.4 | 99 | 2 | 4 | -5 | 6 | 91
Cc1cc(Nc2nc3ccccc3[nH]c2=O)n(-c2ccccc2)n1 | -4 | 6 | . | 101 | 7 | 0 | 2 | 1 | 103
O=CN1CCc2scc[n+]2-c2ccccc21 | 1 | 8 | -1.9 | 105 | 6 | 8 | 0 | 0 | 95
CC1CN(C(=O)c2ccc(S(=O)(=O)Nc3cccc(C(F)(F)F)c3)cc2)CC(C)O1 (centres undefined) | -3 | -4 | 0.2 | 95 | 3 | 4 | 3 | 0 | 87
CCOc1ccc(OCCCCn2cnc3ccccc3c2=O)cc1 | 0 | 0 | 2.7 | 95 | -1 | -1 | -6 | 1 | 98
Cc1ccc(NC(=O)CS(=O)CC(=O)NC(C)CCc2ccco2)cc1Cl (centres undefined) | 8 | 5 | -0.2 | 101 | 5 | -1 | -1 | 3 | 100
CCn1c(=O)n(CC)c2cc(N3CCCC3)c(NC(=O)c3ccc(C)cc3)cc21 | 3 | 7 | . | 93 | 6 | 7 | 3 | 2 | 90
Cc1sc(N)nc1-c1c(C)n(C)c2ccccc12 | . | . | 1.8 | 102 | . | 16 | . | 1 | 97
CCOc1ccc(N=C(C)c2ccccc2O)cc1 | 6 | 0 | -1.1 | 89 | 2 | 3 | 2 | 0 | 91
O=C(CN1CCCC1)N1c2ccccc2Sc2ccccc21 | 7 | 3 | 1.8 | 117 | 6 | 35 | 1 | 0 | 104
COc1ccc(NC(C)=O)cc1S(=O)(=O)NC(C)c1ccc(-n2ccnc2)cc1 (centres undefined) | 8 | -2 | . | 101 | -2 | 13 | . | 0 | 93
CN(C)S(=O)(=O)c1ccc(NC(=O)CSc2nnc(-c3ccco3)o2)cc1 | 2 | . | . | 81 | . | 2 | . | 0 | 78
CCOc1ccc(NC(=O)C(c2ccccn2)N(C(=O)CCl)c2ccc(OC)cc2)cc1 (centres undefined) | 3 | 12 | -1.0 | 104 | 14 | 18 | 2 | 0 | 97
CC1CCN(C(=O)C(C)Sc2nc(-c3ccccc3)cc(C(F)(F)F)n2)CC1 (centres undefined) | -1 | -2 | 0.0 | 100 | -2 | 3 | -3 | 0 | 96
COc1ccc(CCN2CC34C=CC(O3)C(C(=O)NCc3ccccc3Cl)C4C2=O)cc1OC (centres undefined) | -2 | 7 | -2.3 | 100 | 2 | 0 | -2 | 1 | 109
Cc1c(C)c2ccc(OCC(=O)Nc3ccc(CN4CCOCC4)cc3)cc2oc1=O | 2 | 5 | -2.8 | 101 | 3 | 11 | 1 | 0 | 106
O=c1c2ccccc2ncn1Cc1ccco1 | 6 | 11 | -1.9 | 104 | 1 | 2 | -2 | 0 | 101

Among those listed so far, these contain an NH in an aromatic ring.
SMILES | GLD-1 TGE inh | MCL1 BIM primary | MEX-5 binding | AGP1 TOR yeast | BCLXL inh | VLA-4 inh | Fam108B counter | GRK2 aptamer HTS | CIT2 TOR yeast
Cc1ccc(C(=O)NC(=S)Nc2ccc3[nH]c(=O)[nH]c3c2)cc1C | 3 | -5 | -1.3 | 114 | 4 | -11 | 1 | 1 | 102
Cc1nc2nc(C)c(NS(=O)(=O)c3ccc(C(C)(C)C)cc3)c(=O)n2[nH]1 | 0 | 1 | 1.4 | 92 | 2 | 2 | 3 | 1 | 96
COC(=O)c1[nH]c2cc(C)ccc2c1NC(=O)CN1CCN(c2ccccc2OC)CC1 | -2 | -13 | 0.6 | 98 | -9 | 5 | 0 | 1 | 97
COc1cc(C#N)c(NS(=O)(=O)c2ccc3[nH]c(=O)sc3c2)cc1OC | 7 | 2 | -5.5 | 96 | 2 | -3 | 0 | 4 | 95
COC(=O)Cc1cc(=O)[nH]c(/N=C(\N)Nc2cccc(C)c2)n1 | -1 | 2 | -0.8 | 99 | 2 | -8 | -1 | 0 | 78
Cc1cc(Nc2nc3ccccc3[nH]c2=O)n(-c2ccccc2)n1 | -4 | 6 | . | 101 | 7 | 0 | 2 | 1 | 103

Compounds were not picked by outcome, and some 2.2% of all compounds hit somewhere here.
